TbREL1 primary: TbREL1 inhibition, primary screen. P86926. TbREL1 RNA ligation, FRET fluorescence. inhibition, % at 9.66 µM. 0.49% of 89,000 active. AID 1117264;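 active = inhibition above the mean inhibition across all screened compounds plus 3 SD, cut at about 11% in these data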;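 also: 0% = plate median of test wells and 100% = NSC42067 control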
Target sequence (P86926 whole entry, looked up): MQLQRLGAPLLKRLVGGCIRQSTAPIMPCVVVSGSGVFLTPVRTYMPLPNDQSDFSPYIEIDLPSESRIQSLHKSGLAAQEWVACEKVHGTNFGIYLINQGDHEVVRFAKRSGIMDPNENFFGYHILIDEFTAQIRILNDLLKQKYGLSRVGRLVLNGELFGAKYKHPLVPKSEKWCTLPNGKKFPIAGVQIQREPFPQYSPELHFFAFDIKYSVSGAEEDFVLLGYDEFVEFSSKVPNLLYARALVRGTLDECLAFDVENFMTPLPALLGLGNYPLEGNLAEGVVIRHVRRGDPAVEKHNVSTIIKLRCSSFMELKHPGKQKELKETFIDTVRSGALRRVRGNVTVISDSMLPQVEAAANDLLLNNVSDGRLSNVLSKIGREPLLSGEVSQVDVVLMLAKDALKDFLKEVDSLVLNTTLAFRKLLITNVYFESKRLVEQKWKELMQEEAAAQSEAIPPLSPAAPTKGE
* marks the source's active call; other numbers are inactive results.

SMILES | TbREL1 primary
COc1ccc(OC)c(NC(=O)CCNC(=O)c2ccco2)c1 | -1
CC(O)CNc1nc2ccccc2n1CC(=O)NC12CC3CC(CC(C3)C1)C2 (stereo not drawn) | 0
COC(=O)c1ccc(N(CC(=O)NC2CCCC2)C(=O)c2ccc(C)s2)cc1 | 5
C=CCn1c(SCC(=O)Nc2ccc(CCCC)cc2)nnc1-c1ccc(Cl)cc1 | 1
Cc1cc(C(=O)N/N=C/c2c(C)nn(-c3ccccc3)c2C)n[nH]1 | 0
COc1cc(C)c(S(=O)(=O)NCCCn2ccnc2)cc1C | 3
CC1CCN(C(=O)c2ccc(NS(C)(=O)=O)cc2)CC1 | 2
NC(=O)[C@H]1CC2(CC(c3cccc(NC(=O)COc4ccc(Cl)cc4)c3)=NO2)CN1C(=O)CC(c1ccccc1)c1ccccc1 (stereo partly drawn) | -2
NC(Cc1ccccc1)c1csc(NC(=O)c2cccc(OC(F)(F)F)c2)n1 (stereo not drawn) | 9
COC(=O)c1ccccc1S(=O)(=O)N(Cc1ccco1)Cc1cc2cc(OC)ccc2[nH]c1=O | 1
O=C(N/N=C\c1ccc(Cl)s1)c1ccc(Cn2cccn2)o1 | 2
CC(C)C(=O)NNc1ccccc1 | 0
COc1ccc(CNC(=O)Cn2nc(C(F)(F)F)c3c2CCC3)cc1 | -1
COc1cc(SC)ccc1C(=O)Nc1cccc(S(=O)(=O)NC2=NCCCCC2)c1 | 1
Nc1c(C(=O)NCc2ccccc2)nnn1Cc1cccc(Cl)c1 | -2

Sorted by the number under TbREL1 primary (smallest number first): six from the list above.
SMILES | TbREL1 primary
Nc1c(C(=O)NCc2ccccc2)nnn1Cc1cccc(Cl)c1 | -2
COc1ccc(CNC(=O)Cn2nc(C(F)(F)F)c3c2CCC3)cc1 | -1
COC(=O)c1ccccc1S(=O)(=O)N(Cc1ccco1)Cc1cc2cc(OC)ccc2[nH]c1=O | 1
COc1cc(C)c(S(=O)(=O)NCCCn2ccnc2)cc1C | 3
COC(=O)c1ccc(N(CC(=O)NC2CCCC2)C(=O)c2ccc(C)s2)cc1 | 5
NC(Cc1ccccc1)c1csc(NC(=O)c2cccc(OC(F)(F)F)c2)n1 (stereo not drawn) | 9

Some of these compounds in order of molar mass, ascending.
SMILES | TbREL1 primary
COc1cc(C)c(S(=O)(=O)NCCCn2ccnc2)cc1C | 3
COc1ccc(CNC(=O)Cn2nc(C(F)(F)F)c3c2CCC3)cc1 | -1
C=CCn1c(SCC(=O)Nc2ccc(CCCC)cc2)nnc1-c1ccc(Cl)cc1 | 1

(list continues)
SMILES | TbREL1 primary
Cc1ccc2nc(N(CCCN(C)C)C(=O)c3ccc(S(=O)(=O)N4CCOCC4)cc3)sc2c1 | 5
O=Cc1cc([B-](F)(F)F)cs1 | 1
Cc1ccc(Nc2nc(C(=O)NCc3ccco3)cs2)cc1 | -2
C=C1CSc2nc(=O)c3c4c(sc3n21)CCC4 | 8
CCCCC1CCC(c2nc(-c3cccnc3)no2)CC1 (stereo not drawn) | 1
COc1ccc(Cl)cc1S(=O)(=O)N1CCN(Cc2ccc3c(c2)OCO3)CC1 | 3
N#C/C(=C\C=C\c1ccccc1[N+](=O)[O-])C(=O)NCc1ccccc1 | -2
C[C@H](CO)N1C[C@H](C)[C@H](CN(C)Cc2ccc(Oc3ccccc3)cc2)Oc2ccc(NC(=O)Nc3cccc4ccccc34)cc2CC1=O | -2
COCCCNC(=O)CN1CCN(Cc2ccc(Cl)cc2)C1=O | -2
CCOc1ccc(-c2nc(C#N)c(N3CCOCC3)o2)cc1 | 2
CCC(=O)Nc1ccc(C(=O)N/N=C/c2ccccc2[N+](=O)[O-])cc1 | 2
COc1cc(/C=C2\SC(=S)N(CC(=O)O)C2=O)ccc1OC(=O)c1ccco1 | -1
CC(C)NC(=O)N(C)C[C@H]1Oc2c(NS(=O)(=O)c3ccc(F)cc3)cccc2C(=O)N([C@H](C)CO)C[C@@H]1C | -4
CCN(Cc1ccccc1)C(=O)Cn1c(C(C)O)nc2ccccc21 (stereo not drawn) | -4
O=C(Nc1ccc2oc(-c3ccncc3)nc2c1)c1ccc2c(c1)OCCO2 | -1
CCOc1ccc(/C=C2/SC(=S)N(CCC(=O)Nc3ccc(C(=O)O)cc3)C2=O)cc1 | 0
CCCc1cc(=O)[nH]c(SCc2ccc(F)cc2)n1 | 8
Cc1cc(NC(=O)c2ccc(Cl)cc2)c(C(C)C)cc1O | 2
COc1ccc(C(=O)N2CC3(C)CC2CC(C)(C)C3)cc1OC (stereo not drawn) | 3
Fc1ccc(Cn2ccc3ccc(-c4ccc5ccn(Cc6ccc(F)cc6F)c5c4)cc32)c(F)c1 | -1
COc1cc(CCC(=O)NCCc2ccc(F)cc2)cc(OC)c1OC | -1
CC1=C(C(N)=O)C(c2cccc(O)c2)n2nc(CCCO)nc2N1 (stereo not drawn) | 6
CC(C)Cc1nc2oc3c(NCCCN4CCOCC4)ncnc3c2c2c1CCC2 | -4
O=C(CCCCCn1nnc2ccccc2c1=O)N[C@H](C(=O)O)c1ccccc1 | 4
Cc1ccc(NC(=O)CCC(=O)Nc2nnc(C3CCCCC3)s2)cc1 | -1
COc1ccc(NC(=O)COc2ccc(N(C)S(=O)(=O)c3ccc(C)cc3)cc2)cc1 | 0
Cc1cc(Nc2cccc(C)c2C)n2ncnc2n1 | 2
CCOc1ccc(NC(=O)CN2CCN(CC(=O)Nc3ccc(C(=O)OC)cc3)CC2)cc1 | -2
O=C(c1cc2ccccn2n1)N1CCN(c2cccc(C(F)(F)F)c2)CC1 | 1
COc1ccccc1N/C(=N/S(=O)(=O)c1ccc(Cl)cc1)c1ccccc1 | 1
O=C(NCCCSc1ccccc1)c1cccnc1 | -2
Cc1ccc(CCNC(=O)C2CCN(S(=O)(=O)N3CCCC3)CC2)cc1 | 0
Cc1ccc(C)c(N2CCN(C(=O)CCc3nc(-c4cccc(C(F)(F)F)c4)no3)CC2)c1 | 2
Cc1ccc(C(=O)OCC(=O)N(CC(C)C)c2c(N)n(Cc3ccccc3)c(=O)[nH]c2=O)cc1[N+](=O)[O-] | -3
Clc1ccc(OC2CCN(Cc3nc(CC4CC4)no3)CC2)cc1 | -1
Cc1nccc(-c2ccc(-n3cnc4ccccc43)cc2)n1 | 0
CCCN1CCC(C(=O)NC(c2ccc(Cl)cc2)c2ccsc2)CC1 (stereo not drawn) | -1
COc1ccc(/C=C/C(=O)Nc2cc(C)nn2-c2nc3ccccc3n2Cc2cccc([N+](=O)[O-])c2)cc1 | 0
O=C(OCCCc1cc2ccccc2c(=O)o1)N1CCOCC1 | -2
CCC(=O)n1nc(-c2ccc(Cl)cc2)nc1SC | 0
C=CCOc1nc(N2CCCC2)nc(N2CCCC2)n1 | 0
COc1ccc(-c2noc(CCC(=O)N3CCN(c4ccc(C(F)(F)F)cc4)CC3)n2)cc1 | 1
CCCNC(=O)c1ccc(N2CCC3(CC2)CC(c2cccc(Br)c2)=NO3)c(N)c1 | 0
CN(Cc1cccc([N+](=O)[O-])c1)Cc1cccc2ccccc12 | 2
CCOC(=O)c1ccc(NC(=O)c2nc[nH]c2C(=O)N(C)Cc2ccccc2)cc1 | 6

Three compounds drawn at random from the list so far:
SMILES | TbREL1 primary
Clc1ccc(OC2CCN(Cc3nc(CC4CC4)no3)CC2)cc1 | -1
CCCN1CCC(C(=O)NC(c2ccc(Cl)cc2)c2ccsc2)CC1 (stereo not drawn) | -1
CCCNC(=O)c1ccc(N2CCC3(CC2)CC(c2cccc(Br)c2)=NO3)c(N)c1 | 0

(listing goes on)
SMILES | TbREL1 primary
CN(C)[C@H]1CCN(c2ccc3c(c2)O[C@H]2CCN(C2)S3(=O)=O)C1 | 8
COc1ccccc1-c1sc2ccccc2c1-c1ccc2c(c1)OCCO2 | 1
COc1ccc(S(=O)(=O)N2CCN(C(=O)[C@H](Cc3ccccc3)NC(=O)c3ccco3)CC2)cc1 | 1
COc1ccccc1CC(=O)Nc1ccc2c(C)cc(=O)oc2c1 | 2
CC(Sc1ccccn1)C(=O)Nc1ccc2c(c1)OCO2 (stereo not drawn) | 3
COc1ccc(C(=O)Nc2ccc(NC(=O)Cc3ccccc3)cn2)cc1 | 2
O=C(Nc1ccccc1Oc1ccccc1)c1cccs1 | -1
O=C(CCc1c[nH]c2ccccc12)N1CCN(c2ccc(F)cc2)CC1 | 7
CCOc1ccc(NC(=NCc2ccc3c(c2)OCO3)SC2CC(=O)N(c3ccc(C(=O)O)cc3)C2=O)cc1 (stereo not drawn) | -2
Cc1noc(C)c1C(=O)OCC(=O)NCCc1ccccc1 | 3
COc1ccc(C2CC2/C(C)=N/OC(=O)C2CC2)cc1 (stereo not drawn) | -1
CC(C)C(C(=O)NC1CCCCC1)N(CC1CCCO1)C(=O)CNS(=O)(=O)c1ccc(F)cc1 (stereo not drawn) | 5
COc1ccc(CCNC(=O)C(=O)N/N=C/c2cccs2)cc1OC | 1
CC1CCCN(C(=O)c2ccc(S(=O)(=O)N3CCC(c4nc5ccccc5s4)CC3)cc2)C1 (stereo not drawn) | 2
CCOc1cc(C(=O)Nc2ccc(N3CCN(S(C)(=O)=O)CC3)cc2)cc(OCC)c1OCC | -4
Cc1cc(C(=O)CN2C(=O)NC3(CCCCC3C)C2=O)c(C)n1Cc1cccs1 (stereo not drawn) | -4
CC(C)Cc1nc2c(nnn2Cc2ccccc2F)c(=O)[nH]1 | -1
CCOc1ccc(S(=O)(=O)N/N=C2/CCCC(=O)C2)cc1 | -2
O=C(NC1CC1)C1=C[C@@H](c2coc3ccccc3c2=O)C[C@@H](OCCCCO)O1 | 0
COc1ccc(/C=N/N2CCN(C)CC2)cc1O | 5
CCC(NC(=O)CCCN1C(=O)COc2ccc(C)cc21)c1ccccc1 (stereo not drawn) | -3
COc1ccc2c(Cl)c(C(=O)N/N=C/c3c(C)[nH]c4ccccc34)sc2c1 | 4
O=C(O)c1cccc(OS(=O)(=O)c2cc(Br)ccc2Br)c1 | 0
COc1ccc(-c2nc(CSCC(=O)NC3CCCc4ccccc43)c(C)o2)cc1 (stereo not drawn) | 0
CCCCCn1c(Sc2ccccc2)nc2c1c(=O)[nH]c(=O)n2C | -1
Cc1ccc(NC(=O)C2CC(=O)Nc3ncnn32)c(C)c1 (stereo not drawn) | 2
C/C(=N\NC(=O)C(N)=O)c1ccc(Br)cc1 | -1
Nc1nc(NCc2cccs2)nn1-c1ccccc1 | 1
Cc1ccc(-n2cccn2)c(CN2CCCC(C(=O)c3ccc4c(c3)OCO4)C2)c1 (stereo not drawn) | 0
N#CC1=C(SCC(=O)Nc2ccccc2)NC(=O)CC1c1ccc(O)cc1 (stereo not drawn) | -3
O=C(Nc1nc(-c2ccc(F)c(F)c2)cs1)C1=COCCO1 | 1
CC1(C)Cc2c(sc3c2C2=NCCN2C=N3)CS1 | 7
CCOC(=O)C1=C(CS(=O)(=O)c2ccc(C)c(C)c2)NC(=O)NC1c1ccc(O)cc1 (stereo not drawn) | 2
O=C(CN1CCN(S(=O)(=O)c2ccc(Cl)cc2)CC1)NCC1(N2CCOCC2)CCCCC1 | -4
CCN(CC)c1ccc(NC(=O)CSc2nnc3nc(C)cc(C)n23)cc1 | -6
CC(C)CCOc1cccc(OCC(=O)NC2CCS(=O)(=O)C2)c1 (stereo not drawn) | -3
COc1ccc(CNC(=O)[C@@H]2CC=C[C@@H]3CCN(Cc4ccccc4)C(=O)[C@@H]32)cc1 | 0
COC1=CCC2([N+](=O)[O-])CN(CC(=O)O)CC1([N+](=O)[O-])C2 (stereo not drawn) | 5
Cc1ccc2c(c1)COc1c3ccc(C(=O)N[C@@H](C)CO)cc3nn1-2 | -3
COc1ccc(N/C=C/C(=O)c2ccc3c(c2)OCO3)cc1OC | -1
CCOc1ccccc1NC(=O)NCc1cccnc1 | 1
O=C(Nc1ccc2c(c1)oc1ccccc12)c1ccc2c(c1)OCO2 | 1
CCSc1ccccc1C(=O)NCc1ccco1 | -2
OC(c1ccccc1)c1ncc(-c2ccccc2Cl)[nH]1 (stereo not drawn) | 2
COc1ccc(N(CC(=O)NCc2ccc3c(c2)OCO3)C(=O)c2csnn2)cc1 | -3
C=CCSc1nnc(NC(=O)C23CC4CC(CC(NC(C)=O)(C4)C2)C3)s1 | -2
COc1cc(-c2nnc3sc(-c4cccs4)nn23)cc(OC)c1OC | 6
COc1cc(/C=N/NC(=O)C(=O)Nc2ccccn2)ccc1O | 2
COc1ccccc1NC(=O)c1ccc2nc(N3C(=O)CCC3=O)sc2c1 | 0
CCCCCCN1C[C@@H](O)[C@H](n2cc(COC(=O)c3ccccc3)nn2)C[C@@H]1c1ccccc1 | -2
Nc1cc(=O)[nH]n1C1CCN(c2ccccc2)CC1 | -2
COc1ccc(/C=N/Nc2nc(-c3ccc(C)cc3)c(C#N)c(=O)[nH]2)cc1 | -1
O=C(NCCOc1cccnc1)C1CCC(=O)N(Cc2ccccc2F)C1 (stereo not drawn) | -1
O=C(Cn1nc(-c2ccccc2Cl)ccc1=O)Nc1ccccc1-c1ccccc1 | -2
CC(=O)Oc1cccc(N2C(=O)CC(Nc3ccc(N4CCOCC4)cc3)C2=O)c1 (stereo not drawn) | -2
O=S(=O)(c1ccc(NCCOCCO)nc1)N1CCCCC1 | 1
Cc1ccnc(NC(=O)CCC(=O)N(CC(=O)NCc2ccc(F)cc2)c2ccc(F)cc2)c1 | -2
Cc1ccc(CNc2nc3cc(-c4ccccc4C)sc3c(=O)n2C)c(C)c1 | 2
COc1cc(NC(=O)C2=CC(c3cccs3)=NS(=O)(=O)N2C)cc(OC)c1OC | -3
Nc1nn(-c2cccc(F)n2)cc1-c1ccc(Cl)cc1 | 1

The listing continues.
SMILES | TbREL1 primary
O=C(NCCCN1CCCC1=O)c1cccs1 | 1
COC(=O)c1ccc(OC(=O)c2ccc(OC)cc2)c(OC)c1 | 1
O=C1/C(=C/c2ccc(S(=O)(=O)O)cc2S(=O)(=O)O)CCc2ccccc21 | 2
Cc1cc(C)nc(NS(=O)(=O)c2ccc(NC(=O)NC3CCCCC3)cc2)n1 | -1
CC(C(=O)NCc1ccco1)n1cc(C(=O)c2ccco2)c2ccccc21 (stereo not drawn) | 0
O=C(Nc1ccc(Cl)cc1F)C1CCCN(C2=NS(=O)(=O)c3ccccc32)C1 (stereo not drawn) | -3

An excerpt; the hit share may differ from the screen's.
